# FBW7 act = human FBW7 E3 ligase activation, primary screen. Q969H0. AlphaScreen FBW7–phospho-cyclin E peptide binding, activator screen. normalized activity (activation), % at 26.1 µM. 650,000 compounds, 0.13% hits. AID 1259310; in the data active = normalized activity above about 1.9%;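 also: purified mutant Fbw7 with reduced substrate affinity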
# Target sequence (Q969H0 whole entry, looked up): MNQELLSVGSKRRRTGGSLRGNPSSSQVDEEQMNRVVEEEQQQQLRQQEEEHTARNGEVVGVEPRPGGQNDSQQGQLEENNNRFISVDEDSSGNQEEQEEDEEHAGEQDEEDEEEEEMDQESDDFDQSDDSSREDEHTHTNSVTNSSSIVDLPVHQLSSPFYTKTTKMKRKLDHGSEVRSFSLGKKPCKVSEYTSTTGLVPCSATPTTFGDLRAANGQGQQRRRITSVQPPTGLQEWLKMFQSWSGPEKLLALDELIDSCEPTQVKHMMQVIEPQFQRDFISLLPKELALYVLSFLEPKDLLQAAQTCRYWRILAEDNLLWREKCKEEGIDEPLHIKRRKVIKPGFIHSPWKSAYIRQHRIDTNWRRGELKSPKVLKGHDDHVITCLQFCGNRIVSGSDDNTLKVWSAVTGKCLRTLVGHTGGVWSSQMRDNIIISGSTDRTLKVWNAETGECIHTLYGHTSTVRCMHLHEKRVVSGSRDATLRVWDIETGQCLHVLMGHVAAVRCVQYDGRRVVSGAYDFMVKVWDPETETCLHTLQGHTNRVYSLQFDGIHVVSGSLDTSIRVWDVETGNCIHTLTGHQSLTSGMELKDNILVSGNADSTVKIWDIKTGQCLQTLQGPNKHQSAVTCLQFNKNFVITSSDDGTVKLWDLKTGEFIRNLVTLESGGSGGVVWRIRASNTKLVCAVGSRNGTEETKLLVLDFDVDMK
# GPR151 activ = activators of human GPR151. activation, % at 11.2 µM. 650,000 compounds, 1% hits. PathHunter beta-arrestin GPR151 cells, luminescence; in the data active = activation above about 4.9%;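 also: 0% = median of compound wells and 100% = cells with positive control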
# MITF inh = human MITF inhibition, primary screen. AID 1259374. O75030. AlphaScreen MITF homodimerization, bead proximity signal. 650,000 compounds, 0.91% hits. inhibition, % at 2.6 µM; in the data active = inhibition above about 50%;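 also: 0% = vehicle wells with protein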
# TEAD-YAP block = TEAD-YAP interaction inhibition; AID 1259422; 640,000 compounds, 1.4% hits; inhibition, % at 9.12 µM; HEK-TIYL cells, TEAD-Gal4/YAP UAS-luciferase luminescence; in the data active = inhibition above about 32%;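 also: 0% = median of test compound wells and 100% = reference inhibitor wells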
# * marks the source's active call; other numbers are inactive results.
SMILES	FBW7 act	GPR151 activ	MITF inh	TEAD-YAP block
Cn1nc(CC(=O)Nc2ccc3c(c2)CCC3)c2ccccc2c1=O	0.0	0.0	-4	10
COc1ccc(CNC(=O)Cn2ncc3c2-c2ccccc2OC3)cc1	0.0	0.1	12	0
C=CCOc1ccc(/C(O)=C2/C(=O)C(=O)N(Cc3cccnc3)C2c2ccc(C(C)C)cc2)cc1C (stereo unspecified)	0.0	-0.6	3	-10
CCOc1ccc(CN2CCN(Cc3cccc(C)c3)CC2CCO)cc1 (stereo unspecified)	-0.1	3.2	-2	1
CCOc1cc(C2C(C(=O)Nc3ccccc3)=C(C)Nc3nnnn32)ccc1OC(=O)c1ccccc1 (stereo unspecified)	0.8	1.3	15	-2
COc1cc2nc(NCc3cccnc3)nc(NCc3nc4ccccc4[nH]3)c2cc1OC	-0.2	-0.7	9	-9
CCc1c(C(=O)Nc2ccc(C)c(C)c2)[nH]c(C)c1C(C)=O	-0.1	-0.1	-4	-48
N#CC1=C(N)N(c2ccccc2)NC1(C(F)(F)F)C(F)(F)F	0.2	1.9	-11	-2
COc1cccc(-c2cc(C(F)(F)F)n3nc(C(=O)Nc4cnn(C(C)C)c4)cc3n2)c1	-0.1	-1.3	-13	-1
CSc1nnc(NC(=O)C2CCCCC2)s1	-0.1	-0.2	-1	-19
O=C(O)Cn1nc(Cc2ccncc2)c2ccccc2c1=O	0.7	-0.6	16	2
CCCCCNC(=O)c1ccc2c(c1)nc(C)n2-c1ccc(Br)cc1	-0.1	0.4	0	-4
CCCSC1=C(C#N)C(c2ccco2)C(C(=O)Nc2ccccc2OC)=C(C)N1 (stereo unspecified)	0.0	0.4	5	-5
Cc1cc(C)c2c(N)c(C(=O)NN3CC(=O)N(c4cccc(Cl)c4)CC3=O)sc2n1	1.2	-1.5	16	-5
COc1ccc(C2CC(=O)C3=C(C2)Nc2ccccc2NC3c2cc3c(cc2Cl)OCO3)cc1OC (stereo unspecified)	0.3	-0.6	17	-9
COc1ccccc1S(=O)(=O)N1CC(c2nc3ccccc3[nH]2)C1	-0.2	4.4	42	1
NC(=O)NC(CC(=O)Nc1ccc2ccccc2c1)c1ccccc1Cl (stereo unspecified)	0.2	-1.1	0	-20
O=C(CCC(=O)OCc1ccccc1)Nc1cccc2ccccc12	0.0	2.0	-6	6
Cc1ccc(C(C)C)c(Oc2cc(NC(=O)c3cnn4c(C(F)(F)F)cc(-c5ccc(Br)cc5)nc34)cc([N+](=O)[O-])c2)c1	0.1	0.5	-2	0
O=c1oc2ccccc2c(N2CCN(c3ccccc3F)CC2)c1CN1CCCC1	-0.1	-0.5	9	1
CCCCNC(=O)NS(=O)(=O)c1c(Cl)nc(C)c(Cl)c1C	-0.1	-0.9	0	15
Cc1c(NC(=S)NC(=O)c2ccccc2F)cccc1-c1nc2ncccc2o1	0.2	-1.3	3	5
Cc1nn(-c2ccccc2)c(Oc2ccc(F)cc2)c1/C=N/NC(N)=O	-0.1	3.0	3	4
CCOc1ccc(S(=O)(=O)N(CC(=O)NCc2ccco2)c2ccccc2)cc1	0.0	-1.4	-2	17
O=C(CCC1(Cc2cccs2)CCC(=O)N1)NCc1nc(-c2ccccc2)no1 (stereo unspecified)	0.0	-0.7	-12	7
Cc1ccc2c(c1)N(CC(=O)N(Cc1ccccn1)CC1CCCO1)C(=O)C(C(C)C)O2 (stereo unspecified)	-0.1	1.5	3	8
COc1ccc(CCNc2ncnc3nc(Nc4ccc(-n5ccnc5)cc4)[nH]c23)cc1	-0.1	-2.0	20	-7
Cc1noc(-c2cc(Br)cc(Br)c2O)n1	0.6	-0.6	-7	-6
O=c1c2ccccc2c(-c2ccccc2)nn1Cc1cccc(Br)c1	-0.1	2.5	-2	-6
CCCCC(=O)N=c1sc2c(OC)ccc(OC)c2n1C	-0.4	-1.0	13	1
CCOc1c(I)cc(C2C3=C(CC(C)(C)CC3=O)OC3=C2C(=O)CC(C)(C)C3)cc1OC	0.0	0.8	-1	9
COc1ccccc1CNC(=O)C1CC(=O)N(c2ccc(Br)cc2)C1 (stereo unspecified)	0.0	1.3	7	-1
N#Cc1cc2cc3c(cc2nc1NCCNC(=O)c1cccs1)OCO3	-0.1	-0.6	-10	-4
COc1ccc(-c2c(C(F)(F)F)oc3cc(OCc4ccccc4)ccc3c2=O)cc1OC	-0.1	2.5	1	9
CC(C)(C)CN1CCNC(=O)C1CC(=O)NCc1ccc2nsnc2c1 (stereo unspecified)	-0.1	-0.1	-2	0
CCn1c(=O)c(=O)[nH]c2cc(C(=O)Nc3ccccc3N3CCOCC3)ccc21	0.0	3.8	6	2
Cc1ccc(C(=O)CC(c2ccccc2)C(C#N)C#N)cc1 (stereo unspecified)	0.4	-0.6	29	-36
COc1ccc(NC(=O)c2cc3c(=O)n4cccc(C)c4nc3n2C)c(OC)c1	0.2	-0.4	20	-5
NC(=O)c1ccc2c(c1)CC(c1nc3ccc(-c4ccnc(N)n4)cc3[nH]1)CO2 (stereo unspecified)	1.0	-0.1	31	1
COc1ccc(/C(N)=N/OC(=O)c2cccc([N+](=O)[O-])c2C)cc1	0.0	-0.4	15	-4
O=C(CCCOc1ccc(Cl)cc1)Nc1cccc(C(=O)O)c1	0.1	-0.2	11	-2
COC(=O)c1c(NC(=O)c2cc3nc(-c4ccco4)cc(C(F)(F)F)n3n2)sc2c1CCC(C(C)(C)C)C2 (stereo unspecified)	-0.1	-0.3	3	0
N#CC1=C(N)Oc2c(oc(CO)cc2=O)C1c1cc(Br)ccc1F (stereo unspecified)	0.0	0.7	-2	3
COC(=O)Cc1c([N+](=O)[O-])cc([N+](=O)[O-])cc1S(=O)Cc1ccccc1 (stereo unspecified)	0.4	-1.0	7	4
CC(C)Cc1nc2ccccc2c(=O)n1NC(=O)c1ccco1	-0.1	-0.2	-1	-2
COc1ccc(Cn2c(=S)[nH]c3cc(C(=O)NCCc4ccccc4)ccc3c2=O)cc1	-0.3	-0.5	-7	-27
O=C(CSc1ccccc1C(=O)O)NCC1CCCCC1	-0.1	0.9	-7	0
CN1CCCC(CNC(=O)c2ccc(-c3ccccc3)cc2)C1 (stereo unspecified)	0.2	0.2	5	-1
Clc1cccc(N2CCN(c3nc(-c4ccc(Br)cc4)nc4ccccc34)CC2)c1	0.0	-0.2	13	-4
CCC(=O)Nc1c2c(nn1-c1ccccc1C)CS(=O)(=O)C2	0.4	3.4	17	-17

# (more compounds)
SMILES	FBW7 act	GPR151 activ	MITF inh	TEAD-YAP block
Cc1ccc(Cn2c(N3CCOCC3)nc3c2c(=O)[nH]c(=O)n3C)cc1	0.0	-0.5	8	5
CCN(C(=O)CSc1ccccn1)C1CCCCC1	-0.1	0.6	3	2
O=C(c1cc(-c2ccc(F)cc2)on1)N1CCCCC1	0.1	-1.7	9	-15
Cc1cnc(Nc2nccc3ccccc23)nc1N	-0.2	-2.0	-5	6
CC(Cc1ccc2c(c1)OCO2)CN1CCC2(CCC(=O)N2C)CC1 (stereo unspecified)	-0.1	-1.4	-2	-3
O=C(CC12CC3CC(CC(Br)(C3)C1)C2)Nc1ccc2c(c1)OCO2	-0.1	1.1	2	-9
CCOc1ccc(C2/C(=C(/O)c3ccc(F)cc3)C(=O)C(=O)N2CCCCCC(=O)O)cc1 (stereo unspecified)	0.0	-0.6	17	4
CCN(CC)C(=O)C1CCCN(c2ncc(C)c(NCCO)n2)C1 (stereo unspecified)	0.1	2.6	12	9
COc1cc([N+](=O)[O-])ccc1-c1ccc(/C=C2/NC(=O)NC2=O)o1	-0.2	-1.1	16	-3
COc1ccc2oc(=Nc3ccc(Cl)cc3Cl)c(C(N)=O)cc2c1	0.2	-0.6	3	2

# 2 compounds drawn at random from the list so far:
SMILES	FBW7 act	GPR151 activ	MITF inh	TEAD-YAP block
COc1cc([N+](=O)[O-])ccc1-c1ccc(/C=C2/NC(=O)NC2=O)o1	-0.2	-1.1	16	-3
CC(Cc1ccc2c(c1)OCO2)CN1CCC2(CCC(=O)N2C)CC1 (stereo unspecified)	-0.1	-1.4	-2	-3

# Additional structures follow:
Compound	FBW7 act	GPR151 activ	MITF inh	TEAD-YAP block
CC(=O)Nc1cc2nn(-c3ccccc3)nc2cc1Cl	0.1	-0.1	10	-40
CCN(CC)C(=O)C1CCCN(c2nc(C)cc(NCCOc3ccccc3)n2)C1 (stereo unspecified)	0.0	0.9	6	-15
Cc1sc2nc(CN(C)C3CCCCC3)[nH]c(=O)c2c1C	-0.2	0.0	3	-3
CC1CN(CCC(=O)Nc2ccc(F)cc2)CC(C)O1 (stereo unspecified)	0.3	-0.6	-10	-17
COc1cccc(NC(=O)CSc2nc3ccsc3c(=O)n2Cc2ccc(C)cc2)c1	0.7	0.8	16	-13
O=S(=O)(Nc1cccc(S(=O)(=O)N2CCCCCC2)c1)c1ccccc1	0.3	-0.9	-15	12
Cc1ccc(C)c(OCC(=O)N/N=C\c2ccccc2OCC(=O)O)c1	-0.1	1.0	-3	11
Cc1c(C(=O)N2CCCCC2CCO)sc2ncnc(NCCCN3CCCC3=O)c12 (stereo unspecified)	-0.1	-0.2	0	-8
COc1ccc(/C=C2\SC(=O)N(CCc3nnc(N)s3)C2=O)cc1	0.3	-1.2	12	11
Cc1ccc(N2C(=O)NC(=O)/C(=C\c3ccc([N+](=O)[O-])o3)C2=O)cc1C	0.1	0.2	33	6
COc1ccc(N(CC(=O)Nc2ccc(C)c(F)c2)S(=O)(=O)c2c(C)noc2C)cc1	1.0	1.2	26	-2
O=C(NCC1OCCc2ccccc21)c1cc(COc2ccc(F)cc2Cl)on1 (stereo unspecified)	0.2	-1.0	10	9
CC(Oc1ccccc1)C(=O)NCCS(=O)(=O)N1CCc2ccccc21 (stereo unspecified)	-0.1	-0.3	-9	12
Cc1ccc(C(=O)COC(=O)C(C(C)C)N2C(=O)C3C4C=CC(C4)C3C2=O)cc1 (stereo unspecified)	0.1	-1.3	0	-3
CCOc1cc(C=O)ccc1OS(=O)(=O)c1ccc(NC(C)=O)cc1	0.0	0.2	-7	3
COc1cc(NC(=O)CSc2ccc(Cl)cc2)ccc1NC(=O)C(C)C	0.1	2.5	7	-1
CCn1cc(S(=O)(=O)c2ccc(C)cc2)c(=O)c2cc(F)c(F)cc21	0.0	1.2	-6	-2
N#C/C(=C\c1ccc2c(c1)OCO2)C(=O)OCC(=O)Nc1ccc(F)c([N+](=O)[O-])c1	-0.1	0.4	-3	1
CCC(NC(=O)c1ccccc1O)c1ccccc1 (stereo unspecified)	-0.2	3.4	3	-4
CCC(=O)Nc1cccc(NC(=O)CSc2nnnn2C)c1	0.1	0.3	4	-5
Cc1[nH]c2ccccc2c1C(=O)CSc1ncccn1	0.3	-2.7	16	-23
CCCCCCOc1ccc(N2C(=O)CC(N3CCN(C=O)CC3)C2=O)cc1 (stereo unspecified)	0.5	-0.1	10	1
C[C@@H]1CN(C(=O)C2CC23CCN(C(=O)CCCc2cccs2)CC3)C[C@H](C)O1 (stereo partly specified)	0.2	0.1	11	3
CCCCOc1ccc(NC(=O)c2cncc(Br)c2)cc1	0.2	-0.4	3	1
CCCCOc1ccc(OCCNC(=O)c2ccco2)cc1	-0.1	-0.2	-3	2
Cc1ccc(N(CC(O)Cn2c3ccccc3c3ccccc32)S(=O)(=O)c2ccc(Cl)cc2)c(C)c1 (stereo unspecified)	-0.1	-0.8	-7	7
O=C(COC(=O)/C=C/c1cccc(C(F)(F)F)c1)NC(=O)NCc1ccccc1	0.5	-0.2	11	0
COc1ccccc1NC(=O)NNC(=O)c1ccc2c(c1)NC(=O)C(C)(C)O2	0.4	-0.9	3	11
c1ccc(-c2noc(CSc3nc4ccccc4[nH]3)n2)cc1	0.3	3.1	4	8
Cc1ccc(C(=O)Nc2ccc(I)cc2)cc1	-0.1	-0.7	-10	-79
Cc1cc(NC(=O)c2nccnc2CO)ccc1Br	0.0	-7.6	0	-74
N#CC(C#N)=Cc1cccn1-c1ccc(C(=O)O)cc1	-0.4	0.0	63*	-3
CCOC(=O)/C(C#N)=C\c1ccc(O)c(OCC)c1	0.0	-2.4	-2	3
Cc1ccc(S(=O)(=O)N/N=C/c2c(C)nn(-c3ccccc3)c2C)cc1	-0.2	-1.8	-9	-8
O=C(CSc1ccsc1[N+](=O)[O-])N1CCN(C2CCCCC2)CC1	0.0	-0.3	10	-14

# Reformatted with each value named: entries from further up.
Cc1cc(NC(=O)c2nccnc2CO)ccc1Br
  FBW7 act: 0.0
  GPR151 activ: -7.6
  MITF inh: 0
  TEAD-YAP block: -74
N#CC(C#N)=Cc1cccn1-c1ccc(C(=O)O)cc1
  FBW7 act: -0.4
  GPR151 activ: 0.0
  MITF inh: 63*
  TEAD-YAP block: -3
CCOC(=O)/C(C#N)=C\c1ccc(O)c(OCC)c1
  FBW7 act: 0.0
  GPR151 activ: -2.4
  MITF inh: -2
  TEAD-YAP block: 3
Cc1ccc(S(=O)(=O)N/N=C/c2c(C)nn(-c3ccccc3)c2C)cc1
  FBW7 act: -0.2
  GPR151 activ: -1.8
  MITF inh: -9
  TEAD-YAP block: -8

# Screening data from PubChem BioAssay.
